# GPR151 activ – human GPR151 activation | Q8TDV0 | PathHunter beta-arrestin GPR151 cells, luminescence | activation, % at 11.2 µM | 650,000 tested, 1% active; in the data active means activation above about 4.9%;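 further: 0% = median of compound wells and 100% = cells with positive control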
# Target sequence (Q8TDV0 whole entry, looked up): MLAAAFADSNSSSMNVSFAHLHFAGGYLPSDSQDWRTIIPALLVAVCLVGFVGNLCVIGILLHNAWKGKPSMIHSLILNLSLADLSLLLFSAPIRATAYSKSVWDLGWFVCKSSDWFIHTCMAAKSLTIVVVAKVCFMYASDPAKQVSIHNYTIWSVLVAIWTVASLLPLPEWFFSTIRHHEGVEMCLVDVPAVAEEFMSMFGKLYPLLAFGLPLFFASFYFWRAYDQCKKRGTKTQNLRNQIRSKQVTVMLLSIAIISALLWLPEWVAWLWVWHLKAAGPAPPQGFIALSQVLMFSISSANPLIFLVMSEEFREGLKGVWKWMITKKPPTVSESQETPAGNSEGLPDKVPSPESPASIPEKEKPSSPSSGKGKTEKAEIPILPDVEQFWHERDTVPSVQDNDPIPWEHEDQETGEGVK
# TEAD-YAP block – TEAD-YAP interaction inhibition. HEK-TIYL cells, TEAD-Gal4/YAP UAS-luciferase luminescence. inhibition, % at 9.12 µM. 640,000 tested, 1.4% active. AID 1259422; in the data active means inhibition above about 32%;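 further: 0% = median of test compound wells and 100% = reference inhibitor wells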
# MITF inh – human MITF inhibition, primary screen; AlphaScreen MITF homodimerization, bead proximity signal; inhibition, % at 2.6 µM; 650,000 tested, 0.91% active; O75030; in the data active means inhibition above about 50%;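 further: 0% = vehicle wells with protein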
# Target sequence (O75030 whole entry, looked up): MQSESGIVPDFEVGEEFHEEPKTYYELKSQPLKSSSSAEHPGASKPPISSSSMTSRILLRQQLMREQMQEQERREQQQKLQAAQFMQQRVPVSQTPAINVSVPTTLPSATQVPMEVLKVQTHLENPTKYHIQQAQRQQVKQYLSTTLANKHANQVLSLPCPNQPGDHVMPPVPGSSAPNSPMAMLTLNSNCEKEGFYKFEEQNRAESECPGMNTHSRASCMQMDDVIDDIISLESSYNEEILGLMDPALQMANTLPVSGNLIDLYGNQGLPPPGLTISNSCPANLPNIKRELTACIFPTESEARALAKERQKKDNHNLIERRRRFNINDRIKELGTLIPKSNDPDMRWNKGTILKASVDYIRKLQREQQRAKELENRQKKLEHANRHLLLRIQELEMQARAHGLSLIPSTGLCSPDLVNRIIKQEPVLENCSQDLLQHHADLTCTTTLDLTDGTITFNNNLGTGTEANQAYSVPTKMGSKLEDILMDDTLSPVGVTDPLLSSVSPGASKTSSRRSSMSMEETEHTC
# FBW7 activator – activators of human E3 ligase FBW7; normalized activity (activation), % at 26.1 µM; 650,000 tested, 0.13% active; AID 1259310; AlphaScreen FBW7–phospho-cyclin E peptide binding, activator screen; Q969H0; in the data active means normalized activity above about 1.9%;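 further: purified mutant Fbw7 with reduced substrate affinity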
# Numbers without * were called inactive; & = joins results of further samples. Outcome played no part in choosing rows; about 3.5% have a hit in one of these screens.
structure	GPR151 activ	TEAD-YAP block	MITF inh	FBW7 activator
COCC(=O)NC(c1nnc2n1CCN(Cc1cccc3cccnc13)CC2)C(C)C (stereo not given)	0.3	4.1	10.9	0.0
Cc1ccccc1NC(=O)CSc1cn(CC(=O)N2CCOCC2)c2ccccc12	0.0	-3.1	-2.6	-0.2
CSc1ccc(C2C(C#N)=C(N)N(c3cccc(Cl)c3C)C3=C2C(=O)CCC3)cc1 (stereo not given)	2.2	0.9	5.7	0.1
CCC(=O)Oc1ccc(C(=O)NCC2CCCO2)cc1 (stereo not given)	1.0	2.8	-4.6	-0.1
CCOC(=O)Nc1ccc2c(CSc3cccc[n+]3[O-])cc(=O)oc2c1	-0.6	0.7	1.3	-0.1
CCOC(=O)[C@H]1NC(=O)C[C@H]1c1ccccc1	4.0	2.7	-16.2	0.3
CC(C)c1cc(C(C)C)c(S(=O)(=O)NNC(=O)c2ccccc2)c(C(C)C)c1	-0.8	2.2	1.1	0.2
CCN(CC)c1ccc2cc(-c3nnc(Nc4ccccc4)s3)c(=O)oc2c1	-0.6	-3.2	12.9	0.4
c1ccc(CN2CCOCCN(Cc3ccccc3)CCOCC2)cc1	0.6	6.4	2.1	-0.1
COc1ccc(/C=N/Nc2nc(NCc3ccccc3)nc(N3CCOCC3)n2)cc1	-0.9	-15.6	0.3	-0.6
COc1ccc(Oc2c(C(F)(F)F)oc3c(CN4CCCCC4)c(O)ccc3c2=O)cc1	-0.5	1.3	6.0	0.1
COc1ccc(C)cc1NC(=O)COc1ccc(S(=O)(=O)NC(C)C)cc1Cl	1.3	0.3	-4.7	0.1
Cc1nc(N2CCCCC2C)c2c(C)c(C(=O)Nc3nnc(C)s3)sc2n1 (stereo not given)	-1.1	-7.2	0.1	0.0
Cc1ccc(-c2cn(S(=O)(=O)c3cccc([N+](=O)[O-])c3)nc2N)cc1	-0.4	13.2	4.4	-0.1
CCCC(=O)c1ccc(N2CCN(S(=O)(=O)c3ccccc3)CC2)c(F)c1	0.7	-3.6	-1.2	-0.1
N/C(=N\OC(=O)c1ccc(Cl)cc1)c1ccc(Br)cc1	4.0	-4.8	5.2	0.1
CN(C(=O)COc1ccccc1)c1nnc(C23CC4CC(CC(C4)C2)C3)s1	0.7	4.4	-4.4	-0.1
CCOC(=O)c1c(-c2ccccc2)csc1NC(=O)c1nc2ncccn2n1	1.9	-7.8	-0.6	0.3
O=C1c2ccccc2C(=O)N1c1cc2c(cc1[N+](=O)[O-])OCO2	-1.0	-2.2	9.3	0.2
COC(=O)C(O)(CC(=O)c1ccc(C(C)C)cc1)C(F)(F)F (stereo not given)	-1.5	-2.3	5.3	0.9

# Going on with the list.
structure	GPR151 activ	TEAD-YAP block	MITF inh	FBW7 activator
CCOc1ccccc1NC(=O)c1ccc2c(c1)C(=O)N(C(C)(C)C)C2=O	-0.5	3.3	9.5	-0.1
COc1ccc(NC(=O)COc2ccc(Cl)cc2Br)cc1	-0.4	-27.0	-4.8	0.3
O=C(CN(Cc1ccccc1F)C(=O)c1csnn1)NC1CCCCC1	0.5	-5.1	1.7	0.6
Cc1cc(C)c2[nH]c(=O)c(CN(CCCO)C(=O)c3ccccc3)cc2c1	-0.6	-0.2	5.5	0.2
O=C(COC(=O)c1ccc2c3c1C1C=CCC1CN3CC1CC=CC21)c1ccc(-c2ccccc2)cc1 (stereo not given)	0.0	-2.5	5.4	0.1
OCCNc1cc(N2CCN(Cc3ccc4c(c3)OCO4)CC2)ncn1	0.2	0.9	2.7	-0.3
C=CCn1c(=O)c2ccccc2n2c(SCC(=O)Nc3ccc4c(c3)OCO4)nnc12	0.0	8.5	12.2	0.3
O=C(CSc1nc2ccccc2c(=O)n1-c1ccccc1)Nc1ccc(Cl)cc1	0.9	3.1	-3.5	-0.1
O=C(c1cn(-c2ccccc2)nc1C12CC3CC(CC(C3)C1)C2)N1CCNCC1	-0.9	-4.9	6.8	-0.1
C=CCn1c(C)c(CN2CCc3c(nc(N4CCOCC4)[nH]c3=O)C2)c2ccccc21	-0.3	-1.5	12.0	0.3
CCc1ccc2nc(NCCNC(=O)Nc3cccc(C(C)=O)c3)c(C#N)cc2c1	-0.4	-11.8	-4.5	0.1
CCc1ccc(CN(C)C(=O)CCC2(Cc3ccc(OC)cc3F)CCC(=O)N2)cc1 (stereo not given)	2.9	10.4	2.4	-0.2
CCc1cccc(NC(=O)c2ccccc2F)c1	-1.7	-22.0	-3.5	0.3
COC(=O)c1ccc(C(=O)Nc2sc3c(c2C#N)CC(C)(C)NC3(C)C)cc1	2.3	-4.3	-22.2	-0.1
CCn1nc(C(=O)OCC(=O)Nc2sc3c(c2C(N)=O)CCC3)c2ccccc2c1=O	0.8	3.0	14.8	0.3
CCCCN(CCCC)C(=O)CSc1nn(-c2ccccc2)c(=S)s1	-0.9	5.0	-2.2	0.0
COc1ccc(C(=O)COC(=O)c2ccco2)cc1OC	0.7	-8.8	12.2	0.1
CCOC(=O)CSc1ccc(C(=O)NCc2ccccn2)cc1[N+](=O)[O-]	-0.6	6.0	11.5	-0.1
CCN(CC)Cc1cc(C(C)C)c(O)c(C(C)C)c1	2.0	7.4	-10.7	0.2
Nc1cc(N)nc(SCCOc2ccccc2)n1	-0.6	-43.5	9.4	0.8

# Remaining list, next part:
Molecule	GPR151 activ	TEAD-YAP block	MITF inh	FBW7 activator
CN(C)Cc1c(O)ccc2c(=O)c(-c3cccc4ccccc34)c(C(F)(F)F)oc12	-0.8	-3.9	-13.0	0.0
N/C(=N\OC(=O)Cc1ccc(Cl)cc1)c1ccc(Cl)cc1	-1.6	3.7	9.7	0.7
O=C(NC1CC1)C1C2C=CC3(CN(Cc4cccs4)C(=O)C13)O2 (stereo not given)	1.7	11.4	2.5	0.1
CCCCN(C)C(=O)C1CCC(CNS(=O)(=O)c2ccc(C)cc2)CC1 (stereo not given)	0.8	0.1	0.7	0.1
CN(C)CC/C=C1\c2ccccc2COc2ccccc21	0.1&0.2&4.2	2.4	6.6&31.0&12.2	0.1&-0.1&-0.1
CC(C)C(C)(NC(=O)c1cccnc1Oc1ccc(F)cc1)C(N)=O (stereo not given)	1.4	-11.5	-3.9	-0.2
CC(NC(=O)Cn1c2ccccc2c2cn[nH]c(=O)c21)c1ccccc1 (stereo not given)	0.2	3.0	3.7	0.0
COc1ccc(Br)cc1/C=C1/SC(=Nc2ccccc2)NC1=O	0.7	6.5	1.2	0.0
O=S(=O)(NCc1cccnc1)c1cc(Cl)ccc1Cl	0.2	-0.7	-6.8	0.1
Cc1[nH]c(=O)[nH]c(=O)c1S(=O)(=O)N1CCC(c2ccccc2)C1 (stereo not given)	1.7	-2.1	11.9	0.2
COC(=O)CCSc1ccc(S(=O)(=O)N2CCCC2)cc1[N+](=O)[O-]	0.4	0.3	1.8	-0.2
Cc1cc(O)c(CN2CCN(S(=O)(=O)c3cccc(Br)c3)CC2)cc1C	1.5	-2.8	10.7	0.0
CCOC(=O)Cn1c(C)cc(=O)c2cccc(OC)c21	0.6	6.8	-1.0	0.1
Nc1nonc1-n1nnc(CO)c1CO	-0.5	-3.3	-12.7	-0.2
CC(C)(C)c1ccc(C2CC(=O)C3=C(C2)Nc2ccccc2N(C(=O)/C=C/c2ccccc2)C3c2cccnc2)cc1 (stereo not given)	-0.1	0.7	-5.0	0.0

# More records
Molecule	GPR151 activ	TEAD-YAP block	MITF inh	FBW7 activator
CCCC(=O)Nc1ccc(NC(=O)C(C)(C)C)cn1	1.2	-2.8	4.3	0.1
c1ccc(CCn2ncc(-c3ccnc(Nc4ccc(N5CCOCC5)cc4)c3)c2Nc2ccccc2)cc1	-0.1	-10.1	5.8	-0.6
O=C(N/N=C/c1ccc2c(c1)OCO2)c1ccc(I)c(O)c1	0.1	0.5	-21.5	0.0
Clc1cccc(N=Cc2ccc(N3CCOCC3)cc2)c1	0.8	1.1	11.3	-0.5
COc1ccc(C(=O)Nc2nccs2)cc1OC	1.7	-28.9	8.3	0.7
CCCCOc1ccccc1C1C(C(=O)OCC)=CN(Cc2ccc(Cl)cc2)C=C1C(=O)OCC	-0.4	7.5	9.1	0.0
CC(C)(C)c1ccc(/C=C/C(=O)Nc2ccccc2C(N)=O)cc1	0.2	-17.1	3.9	0.1
COc1ccc2oc(=O)c(C(=O)NCCOC34CC5CC(CC(C5)C3)C4)cc2c1	-0.8	14.5	1.1	0.2
CS(=O)(=O)c1ccccc1C(=O)Nc1ccc(-c2nc3ccccc3[nH]2)cc1	-0.6	-38.8	2.4	0.0
O=C(CSCc1ccc([N+](=O)[O-])cc1)Nc1ccc(F)cc1	0.0	6.4	-3.4	0.2
CCOC(=O)Cc1csc(NC(=O)c2ccc(NC(=O)CC)cc2)n1	-0.3	3.5	16.8	0.0
COC(=O)c1ccc(-n2c(C)ccc2C)c(C)c1	0.0	-1.1	5.0	0.5
Cc1ccc(NC(=O)CSC2=C(C#N)C(c3ccc4c(c3)OCO4)C3=C(CCCC3=O)N2)c(C)c1 (stereo not given)	0.1	16.9	10.2	-0.1
COc1ccc(-c2nnc(SCc3ccc([N+](=O)[O-])cc3)n2-c2ccccc2)cc1	0.8	-26.2	6.9	0.1
Cc1ccc(C)c(NS(=O)(=O)c2ccc3c(c2)oc(=O)n3C)c1	0.5	-2.9	-6.6	-0.1

# Next section:
Molecule	GPR151 activ	TEAD-YAP block	MITF inh	FBW7 activator
COCCNC(=O)C(OC(=O)c1ccco1)C(C)C (stereo not given)	1.5	5.1	-2.5	-0.2
Cc1ccc(/C=N/NC(=O)c2cc(-c3ccccc3)n[nH]2)s1	0.8	0.9	21.3	-0.1
CCOC(=O)CNc1ncnc2nc[nH]c12	-0.7	5.4	-11.9	-0.2
COc1ccc(NC(C)=O)cc1NS(=O)(=O)c1cn(C)c(=O)n(C)c1=O	0.2	3.6	7.8	0.1
CCC(=O)N(c1nnc(-c2cccnc2)s1)C(C)C	-0.2	-5.1	-10.8	0.0
CCOC(=O)c1ccc(NS(=O)(=O)N2CCCCCC2)cc1	-0.8	-1.4	10.3	0.0
Nc1ncnc(Nc2ccc(Oc3ccccc3)cc2)c1[N+](=O)[O-]	1.5	4.1	-3.9	-0.1
CCC(CC)C(=O)CN1C(=O)C2(OCCO2)c2ccccc21	1.0	2.5	6.7	-0.2
O=C(Cn1ncc2c(=O)oc3ccccc3c21)Nc1cnc2ccccc2c1	-1.3	-3.7	17.3	1.3
O=c1/c(=C/c2cccc([N+](=O)[O-])c2)sc2nnc(-c3ccccc3Cl)n12	0.0	2.0	7.8	0.0
COc1ccc(-n2cnc3c(oc4ccccc43)c2=O)cc1	-1.1	-55.6	-0.4	-0.1
COC(CNC(=O)/C(=C\c1ccccc1Br)NC(C)=O)OC	-1.3	2.6	-0.9	-0.2
Cc1nc(Sc2nncn2C)c2c3c(sc2n1)CCC3	0.8	23.8	5.1	-0.1
CC(=O)Nc1nnc(SCC(=O)Nc2ccc(Br)cc2)s1	1.4	5.2	-11.9	-0.1
COc1ccc(-c2nnc(-c3ccc(OC)cc3)o2)cc1	0.7	-35.0	-0.8	-0.1

# Next part:
Molecule	GPR151 activ	TEAD-YAP block	MITF inh	FBW7 activator
COc1cccc(/C=C2/SC(=S)N(C(C(=O)O)C(C)C)C2=O)c1OC (stereo not given)	-0.8	-3.9	13.4	1.2
CC(=O)NCCC(=O)Nc1ccccc1Cc1ccccc1	-0.8	-6.1	-4.0	0.0
N=c1c(C(=O)NCc2ccccc2)cc2c(=O)n3ccccc3nc2n1Cc1ccccc1	0.4	-3.0	33.1	0.0
Cn1nc(C(=O)NNC(=O)Cn2ccc(C(F)(F)F)n2)c2ccccc2c1=O	-0.3	-8.7	7.5	0.0
CC(C)[C@H](NC(N)=O)C(=O)Nc1ccc(OCc2ccccc2)cc1	-0.6	2.9	-20.3	-0.1
O=C(CSCC(=O)Nc1ccc(F)c([N+](=O)[O-])c1)Nc1ccccc1	-0.7	4.7	1.1	0.3
COC(CNC(=O)C1CCC(=O)N1Cc1ccc(C)cc1)OC (stereo not given)	0.6	-0.1	6.8	0.0
COc1ccc(NC(=O)Cn2ncn3nc(-c4ccc(F)cc4)cc3c2=O)cc1	1.8	-7.4	9.6	1.5
COCCOC(=O)C1=C(C)NC(=O)NC1c1ccccc1OCc1ccccc1 (stereo not given)	-0.1	-9.4	23.2	0.1
COC(=O)c1nn2c(C(F)(F)F)cc(-c3ccccc3)nc2c1Cl	-1.0	-7.3	-3.0	0.0
O=S1(=O)CC2N=C(N3CCC4(CC3)OCCO4)SC2C1 (stereo not given)	0.8	8.6	3.2	-0.1

# An excerpt of these results, with each value named.
> COC(CNC(=O)C1CCC(=O)N1Cc1ccc(C)cc1)OC (stereo not given)
  GPR151 activ = 0.6
  TEAD-YAP block = -0.1
  MITF inh = 6.8
  FBW7 activator = 0.0

> O=C(CN(Cc1ccccc1F)C(=O)c1csnn1)NC1CCCCC1
  GPR151 activ = 0.5
  TEAD-YAP block = -5.1
  MITF inh = 1.7
  FBW7 activator = 0.6

> O=C(CSc1nc2ccccc2c(=O)n1-c1ccccc1)Nc1ccc(Cl)cc1
  GPR151 activ = 0.9
  TEAD-YAP block = 3.1
  MITF inh = -3.5
  FBW7 activator = -0.1

> CC(C)C(C)(NC(=O)c1cccnc1Oc1ccc(F)cc1)C(N)=O (stereo not given)
  GPR151 activ = 1.4
  TEAD-YAP block = -11.5
  MITF inh = -3.9
  FBW7 activator = -0.2
